# MsrA inh – inhibits bovine methionine sulfoxide reductase A; purified bovine MsrA, absorbance read-out; inhibition, % at 15.5 µM; hit rate 0.75% among 360,000; AID 651718; in the data active = inhibition above about 4.5%;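 also: 0% = vehicle wells with enzyme and 100% = reference inhibitor wells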
# PABP1 MLLE inh – blocks PAM2 peptide binding to the PABP1 MLLE domain | P11940 | GST-MLLE / FITC-PAM2 fluorescence polarization | inhibition, % at 20 µM | hit rate 0.36% among 360,000 | AID 588489; in the data active = inhibition above about 35%, passing the limit was not always enough;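 also: plate controls were DMSO wells with GST-MLLE for no effect and wells lacking GST-MLLE protein for full effect; some results filed as inactive read as strong as hits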
# MT1-MMP act inh – inhibitors of human MT1-MMP activation; HT1080 RFP-PRO-GFP cells, GFP/RFP ratio fluorescence, overnight; percent of plate control window, DMSO zero; GFP/RFP ratio change, % at 20 µM; hit rate 0.061% among 360,000;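 active = GFP/RFP ratio change of at least 30% with cell ATP level not reduced by more than half and red fluorescence within 50% of control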; also: strong numbers were not always called active
#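 Assay system: RFP-PRO-GFP reporter HT1080 cells; read-out basis: GFP/RFP fluorescence ratio; benchmarks: DMSO wells and RFP-L50D-GFP cells; doses: 20 µM single dose, 1% DMSO; schedule: overnight cell settling, then overnight compound exposure, 37 °C, 5% CO2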
# Tb MetRS inh – blocks T. brucei methionyl-tRNA synthetase activity. purified T. brucei MetRS, ATP depletion, Kinase-Glo luminescence. inhibition, % at 11.9 µM. hit rate 0.4% among 360,000. AID 624268;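 active = inhibition above a per-plate cutoff of the control wells' mean inhibition plus 3 SD, cut at about 5.5% in these data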;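 also: 0% = DMSO wells median and 100% = median of wells with control inhibitor compound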
#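 Test system – parasite MetRS enzyme · Reagent – substrates ATP, L-methionine and bulk Escherichia coli tRNA · Doses – 11.9 µM compound single dose, 0.9% DMSO · Times – 15 min enzyme-compound preincubation, 2 h reaction, 10 min detection, 25 °C · Signal – Kinase-Glo luminescence, ATP depletion format · Controls – DMSO-only wells as low control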
# E coli Lon inh – E. coli protease La inhibition; P0A9M0; purified E. coli Lon protease, fluorescence polarization; inhibition, % at 7.94 µM; hit rate 0.42% among 360,000; AID 602123; in the data active = inhibition above about 13%, passing the limit was not always enough;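 also: 0% = enzyme with probe and DMSO and 100% = no enzyme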
# MsrA act – bovine methionine sulfoxide reductase A activation. purified bovine MsrA, absorbance read-out. activation, % at 10.6 µM. hit rate 0.3% among 360,000; in the data active = activation above about 7.5%;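 also: 0% = vehicle and 100% = reference activator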
# FAS TE block – inhibitors of human fatty acid synthase thioesterase domain. hit rate 0.67% among 360,000. inhibition, % at 15 µM. P49327. recombinant FAS-TE, OMFH fluorogenic substrate, fluorescence endpoint;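 active = compounds whose normalised, plate-corrected inhibition of enzyme fluorescence in the single-dose primary screen is 50% or more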;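 also: 0% = DMSO with enzyme and 100% = substrate without enzyme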
# NRP1-CendR mod – modulators of CendR peptide binding to human neuropilin-1. O14786. FAM-RPARPAR peptide binding to NRP-1, fluorescence polarization. inhibition, % at 25 µM. hit rate 0.85% among 360,000;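 active = inhibition or corrected inhibition above about 18%, plus a signal ratio from 0.5 to 1.5, limit read from the data, passing the limit was not always enough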; also: strong numbers were not always called active
# Target sequence (O14786 whole entry, looked up): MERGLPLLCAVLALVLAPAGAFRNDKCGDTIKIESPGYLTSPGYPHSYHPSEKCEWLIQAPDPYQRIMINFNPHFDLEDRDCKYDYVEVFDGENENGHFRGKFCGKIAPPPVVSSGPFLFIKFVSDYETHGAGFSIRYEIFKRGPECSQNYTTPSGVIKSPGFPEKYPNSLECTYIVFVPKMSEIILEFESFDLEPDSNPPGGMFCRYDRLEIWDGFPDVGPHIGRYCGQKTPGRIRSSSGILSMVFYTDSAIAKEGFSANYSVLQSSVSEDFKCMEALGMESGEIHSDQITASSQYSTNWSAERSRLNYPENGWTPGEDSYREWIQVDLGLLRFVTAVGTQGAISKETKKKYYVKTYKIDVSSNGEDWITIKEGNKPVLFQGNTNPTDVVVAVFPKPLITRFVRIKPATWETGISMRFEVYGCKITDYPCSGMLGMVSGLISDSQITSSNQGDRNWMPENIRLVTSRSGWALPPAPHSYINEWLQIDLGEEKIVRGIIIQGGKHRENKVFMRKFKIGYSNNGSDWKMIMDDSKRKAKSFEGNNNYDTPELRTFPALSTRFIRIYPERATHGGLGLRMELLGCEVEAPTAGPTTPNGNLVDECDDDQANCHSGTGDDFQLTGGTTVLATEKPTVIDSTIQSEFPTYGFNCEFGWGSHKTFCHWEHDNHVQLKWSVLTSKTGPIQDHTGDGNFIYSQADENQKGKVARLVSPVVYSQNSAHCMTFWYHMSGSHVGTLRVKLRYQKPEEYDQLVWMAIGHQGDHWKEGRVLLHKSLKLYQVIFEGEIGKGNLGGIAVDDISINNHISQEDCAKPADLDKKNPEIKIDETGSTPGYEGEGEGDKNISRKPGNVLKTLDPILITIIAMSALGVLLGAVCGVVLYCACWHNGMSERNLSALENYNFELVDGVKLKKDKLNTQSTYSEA
# SKN-1 block – C. elegans SKN-1 inhibition; C. elegans VP596 Pgst-4::GFP/RFP ratio, acrylamide-induced, 24 h; inhibition, % at 21.8 µM; hit rate 0.49% among 360,000; AID 624304;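 active = interference check ratio from 0.5 to 1.5 plus GFP to RFP signal ratio inhibition reaching or exceeding a fixed threshold, cut at about 30% in these data, passing the limit was not always enough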; also: some compounds called inactive have numbers as strong as hits
# * = called active by the depositor; / = not tested or not shown; & = joins results of further samples.
# Sample of the layout (twelve entries):
SMILES,MsrA inh,PABP1 MLLE inh,MT1-MMP act inh,Tb MetRS inh,E coli Lon inh,MsrA act,FAS TE block,NRP1-CendR mod,SKN-1 block
CCOC(=O)c1c(C)n(Cc2ccccc2)c2ccc(OCC(O)CNC(C)(C)C)cc12 (configuration not stated),-2.0,3,5,-0.8,-8,-2,-5,8,5
CCN(CC)C(=O)c1ccc(N2C(=O)C3CC=C(Cl)CC3C2=O)cc1 (configuration not stated),0.0,0,0,-0.4,7,0,-7,-4,-10
CC(=Nc1ccc2c(c1)CCC2)c1c(O)n(C)c(=O)n(C)c1=O,0.6,7,-1,-0.3,2,0,-4,1,-6
COC(=O)C1=C(c2ccc(F)cc2OCc2ccccc2)C[C@@H]2CC[C@H]1N2C(=O)NCCc1ccc(F)cc1,0.7,1,-12,-0.2,10,-2,24,-2,-11
O=C(N=Nc1c(O)[nH]c(=O)[nH]c1=O)C1COc2ccccc2O1 (configuration not stated),1.1,0,-1,0.4,-7,-2,-7,0,2
CCCC[C@@H](C)C[C@@H](C)C(=O)N(C)[C@@H](CC(C)C)C(=O)N[C@H](C(=O)N(C)[C@H](C(=O)N1C[C@@H](O)C[C@H]1C(=O)N1C(=O)C=C[C@@H]1C)C(C)C)C(C)OC(C)=O (some centres not stated),/,-1,-11,0.2,-8,-3,1,13,-19
C/C(=N\NC(N)=O)c1c(O)n(C)c(=O)n(C)c1=O,0.7,7,2,-0.6,0,-1,-3,-4,-3
CCOC(=O)Cc1csc(NC(=O)c2c(O)c3ccccc3n(CCC(C)C)c2=O)n1,0.5,8,2,-1.3,-4,-11,11,7,7
CC(C)CC(NC(=O)CCCNC(=O)CCC(=O)OC1O[C@H]2OC3(C)CC[C@H]4[C@H](C)CCC(C1C)C24OO3)C(=O)O (some centres not stated),-1.5,-10,1,-0.1,0,-2,-4,1,8
CN(C)C(=S)SSC(=S)N(C)C,-0.8,12,8,-1.2,2,3,-7,2,-14
O=c1[nH]c(=S)n(Cc2ccc(F)cc2)c(O)c1/C=N/N1CCCCC1,2.2,-48,0,-0.7,-13,-1,-2,-13,8
COc1ccc(-n2c(-c3ccccc3[N+](=O)[O-])nc3ccccc3c2=O)cc1,0.6,-8,-3,-0.1,-4,-1,14,5,9

# The whole of this part, repeating the preview:
SMILES,MsrA inh,PABP1 MLLE inh,MT1-MMP act inh,Tb MetRS inh,E coli Lon inh,MsrA act,FAS TE block,NRP1-CendR mod,SKN-1 block
CCOC(=O)c1c(C)n(Cc2ccccc2)c2ccc(OCC(O)CNC(C)(C)C)cc12 (configuration not stated),-2.0,3,5,-0.8,-8,-2,-5,8,5
CCN(CC)C(=O)c1ccc(N2C(=O)C3CC=C(Cl)CC3C2=O)cc1 (configuration not stated),0.0,0,0,-0.4,7,0,-7,-4,-10
CC(=Nc1ccc2c(c1)CCC2)c1c(O)n(C)c(=O)n(C)c1=O,0.6,7,-1,-0.3,2,0,-4,1,-6
COC(=O)C1=C(c2ccc(F)cc2OCc2ccccc2)C[C@@H]2CC[C@H]1N2C(=O)NCCc1ccc(F)cc1,0.7,1,-12,-0.2,10,-2,24,-2,-11
O=C(N=Nc1c(O)[nH]c(=O)[nH]c1=O)C1COc2ccccc2O1 (configuration not stated),1.1,0,-1,0.4,-7,-2,-7,0,2
CCCC[C@@H](C)C[C@@H](C)C(=O)N(C)[C@@H](CC(C)C)C(=O)N[C@H](C(=O)N(C)[C@H](C(=O)N1C[C@@H](O)C[C@H]1C(=O)N1C(=O)C=C[C@@H]1C)C(C)C)C(C)OC(C)=O (some centres not stated),/,-1,-11,0.2,-8,-3,1,13,-19
C/C(=N\NC(N)=O)c1c(O)n(C)c(=O)n(C)c1=O,0.7,7,2,-0.6,0,-1,-3,-4,-3
CCOC(=O)Cc1csc(NC(=O)c2c(O)c3ccccc3n(CCC(C)C)c2=O)n1,0.5,8,2,-1.3,-4,-11,11,7,7
CC(C)CC(NC(=O)CCCNC(=O)CCC(=O)OC1O[C@H]2OC3(C)CC[C@H]4[C@H](C)CCC(C1C)C24OO3)C(=O)O (some centres not stated),-1.5,-10,1,-0.1,0,-2,-4,1,8
CN(C)C(=S)SSC(=S)N(C)C,-0.8,12,8,-1.2,2,3,-7,2,-14
O=c1[nH]c(=S)n(Cc2ccc(F)cc2)c(O)c1/C=N/N1CCCCC1,2.2,-48,0,-0.7,-13,-1,-2,-13,8
COc1ccc(-n2c(-c3ccccc3[N+](=O)[O-])nc3ccccc3c2=O)cc1,0.6,-8,-3,-0.1,-4,-1,14,5,9
O=C1CSC2N1CCNC21CCCCC1 (configuration not stated),0.5,20,4,0.2,-5,2,-5,13,1
O=P1(NCc2ccco2)COc2ccccc2OC1,-1.5,8,/,-0.1,-2,-1,-6,4,10
Cc1cccc(N2C(=O)/C(=C/c3ccc(CN(CCC#N)S(C)(=O)=O)o3)C(=O)NC2=S)c1,2.3,3,-12,-1.0,-19,2,-6,-213,6
c1ccc(C2N3CCCN23)cc1 (configuration not stated),-0.3,3,1,-0.1,0,2,-4,5,19
COC(=O)C1=C(c2ccc(OC(F)(F)F)cc2)C[C@@H]2CC[C@H]1N2C(=O)NCC1CC1,-0.2,-10,-2,-0.3,1,-6,-5,19,-1
CC(=O)O[C@H]1CC[C@@]2(C)C(=CC[C@@H]3[C@@H]2CC[C@]2(C)C(=O)CC[C@@H]32)C1,/,5,1,0.5,-11,1,42,-3,0
COc1cccc(OC)c1C(=O)Nc1nc(N)n(-c2ccccc2)n1,0.2,-8,3,-0.8,13,-9,-8,5,-4
Cc1[nH]c2ccccc2c1/C=N/O,0.7,0,11,0.1,-3,0,-6,0,-6
O=C(c1ccc2c(c1)OCO2)N1CCC2(CC1)OCCO2,-0.5,2,11,-1.1,-2,-7,-2,-4,9
Cc1ccc(S(=O)(=O)NCC2CCC(C(=O)N3CCC4(CC3)OCCO4)CC2)cc1 (configuration not stated),-0.1,-1,2,0.0,-5,-5,-5,2,-8
CC(=NCCCN1CCOCC1)c1c(O)[nH]c(=O)[nH]c1=O,-0.8,-4,2,-0.1,11,-4,-6,4,21
CCS(=O)(=O)NCc1nnc2n1-c1ccc(Cl)cc1C(c1ccccc1)=NC2,-1.0,0,3,1.3,4,0,-7,-18,8
O=C1NC(=O)N(c2ccccc2F)C(=O)/C1=C/c1ccc(Oc2ccc([N+](=O)[O-])cn2)cc1,-0.3,25,1,-0.6,-8,-4,-6,2,-3
SMILES,MsrA inh,PABP1 MLLE inh,MT1-MMP act inh,Tb MetRS inh,E coli Lon inh,MsrA act,FAS TE block,NRP1-CendR mod,SKN-1 block
CC1(C)CC2CCC(O)C2C(CCO)N1 (configuration not stated),1.8,11,3,-0.4,9,-3,-2,8,1
O=S(=O)(NC1CCCCC1)OCC(Cl)(Cl)Cl,0.3,-4,-2,-0.2,-4,0,-2,10,11
NCc1cc(=O)[nH]o1,-1.9,3,2,0.2,12,-2,-4,10,0
O=C(COc1ccc(Cl)cc1)N1CCN(C2CCCC2)CC1,-1.0,-5,3,-0.4,-8,-1,0,13,11
CCOP1(=S)Oc2cc3c(cc2C(C(=O)OC)(C(F)(F)F)O1)OCO3 (configuration not stated),0.8,24,6,-0.3,4,-2,1,-7,4
C(=NN1CCCCCC1)c1c[nH]c2ccccc12,-1.2,-11,-2,0.0,5,0,-2,2,15
COC(=O)C1=C(c2c(C)noc2C)C[C@@H]2CC[C@H]1N2C(=O)N1CCC(O)CC1,-0.6,-9,5,-0.1,12,-2,-4,3,5
CC(=O)NCCc1c[nH]c2ccccc12,-1.4,0,7,1.1,-10,-1,-2,-13,14
CNCCc1c[nH]c2ccccc12,/,-2,-2,-2.1,-10,-6,-12,2,6
O=c1[nH]c(=O)n(Cc2ccccc2)c(O)c1C=NCCCn1ccnc1,-0.7,-60,-12,-1.5,-48,-11,-7,-61,-1
CCOC(=O)c1c(/N=C/c2c(O)n(-c3ccccc3F)c(=S)[nH]c2=O)sc2c1CCCC2,1.8,-72,-20,-0.6,-31,-4,-101,-84,4
Cc1ncc(C(=O)O)n1C(C)c1ccccc1 (configuration not stated),-0.3,8,6,0.0,-5,-3,-8,-12,12
C[C@]12CC[C@H]3[C@@H](CCC4=CC(=O)CC[C@@]43O)[C@@H]1CCC2=O,-0.5,7,0,0.3,-2,-2,-4,0,-3
O=C(Nc1ccccc1)c1c(O)[nH]c(=O)[nH]c1=O,0.0,-12,1,-0.2,-1,-1,-10,8,-14
COC(=O)C1=C(c2cccc(C#N)c2)C[C@@H]2CC[C@H]1N2C(=O)N1CCCC1,-1.1,16,1,-0.1,8,-1,-5,-2,11
CN(C)CCN=Cc1c(O)n(-c2cccc3ccccc23)c(=O)[nH]c1=O,1.5,-12,-6,0.5,1,-2,-7,-25,1
C=Cn1ccnc1P(=S)(c1nccn1C=C)C1CCCCC1,-1.0,3,0,-0.4,-6,-3,-3,5,16
CCCCc1ncc(CN2CCCC(C(=O)c3ccc(SC)cc3)C2)[nH]1 (configuration not stated),-0.4,-5,-7,0.5,-3,-5,0,2,-4
C[C@]12C[C@@H](O)[C@H](O)CC1=CCC1C2CC[C@]2(C)C(=O)CCC12 (some centres not stated),-0.1,-5,-3,-0.1,-4,-3,-7,-3,7
COc1ccc(NC(=O)CN2CC=C(c3ccccc3)CC2)cc1S(=O)(=O)N1CCOCC1,-0.5,-14,-1,-0.4,4,-5,5,-8,-11
Cc1cc(OC(=O)N(C)C)nc2c1c(C)nn2C,-0.6,5,3,-0.1,-6,0,-4,-3,-11
CCCC(=O)c1c(O)[nH]c(=O)[nH]c1=O,0.0,-5,0,1.1,1,-2,-6,5,-13
Cc1cc(OC(C)C(=O)N[C@H](C(=O)O)c2ccccc2)c2c3c(c(=O)oc2c1)CCC3 (some centres not stated),0.4,-2,-2,-0.3,-2,-2,-3,5,-3
COC(=O)C1=C(c2cc3ccccc3s2)C[C@@H]2CC[C@H]1N2C(=O)N1CCOCC1,1.1,-1,6,0.2,3,-11,-4,4,-1
Cc1ccc(Cn2cc(C=O)c(-c3ccc(F)cc3)n2)cc1,0.9,13,-2,-0.4,0,-5,19,13,10
C[C@]12CC[C@H]3[C@@H](CCC4=CC(=O)CC[C@@]43C)[C@@H]1CC[C@@H]2O,-0.5&-0.2,5&-3,-2&0,-1.5&0.4,-8&-4,-9&0,-2&-3,-4&3,5&14
O=c1[nH]c2ccccc2n1C1CCN(C(c2cccs2)c2nnnn2-c2ccc3c(c2)OCCO3)CC1 (configuration not stated),-0.6,3,-13,-0.3,-8,-4,63*,3,6
CCc1ccc(N2C(=O)NC(=O)/C(=C\C=C\c3ccco3)C2=O)cc1,0.8,-60,-35,0.9,-118,-2,-2,-171,3
CCCNS(=O)(=O)c1ccc(OCC(=O)N2CCN(C)CC2)cc1,-0.5,-3,4,-0.5,-7,-6,-4,17,-4

# Compound activity (PubChem BioAssay)

# These rows are one share of the data; rates above refer to the full screens.
